Source: PubChem BioAssay (several laboratories)
SDO1 yeast rescue: sdo1-depleted yeast growth rescue; z-score at 10 µM; S. cerevisiae sdo1-depleted JHY4D growth rescue, OD600 30 h; active compounds read high; pdr5 snq2 efflux-pump mutant strain; actives 0.21% (n = 140,000);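 active = z-score above 3 at both the 24 hr and the 30 hr optical density reads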;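 also: z-score against mean and SD of all compound wells on the same plate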
INS promoter inh: TRM-6 insulin promoter activity inhibition; TRM-6 cells (human fetal islet line), insulin promoter-eGFP reporter, imaging; reporter expression induced with tamoxifen; inhibition, % at 2 µM; actives 0.9% (n = 130,000); AID 1273;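 active = inhibition above the mean plus 3 SD, with well images judged a real hit on visual review, cut at about 60% in these data, passing the limit was not always enough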
SDO1 yeast rescue Rescue 24 h: second read-out of SDO1 yeast rescue, no call of its own (marks repeat the call); z-score; S. cerevisiae sdo1-depleted JHY4D growth rescue, OD600; measured here: growth rescue at 24 h;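 0 is the plate mean of compound wells and units are plate SD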
An asterisk follows results filed as active; . = no result given. Some of the compounds tested; the hit share may differ from the screen's.

SMILES	SDO1 yeast rescue	SDO1 yeast rescue Rescue 24 h	INS promoter inh
Cc1ccc(OP(=O)(NCc2ccccc2)Oc2ccc(C)cc2)cc1	-0.71	-0.47	.
CC(C(O)c1ccccc1)N(C)CCn1cnc2c1c(=O)n(C)c(=O)n2C (centres undefined)	.	.	-13
Cc1ccc(S(=O)(=O)CC(C)(O)C(=O)Nc2cccc(C(F)(F)F)c2)cc1 (centres undefined)	0.65	0.55	-212
Cc1ccc(S(=O)(=O)N2CCCCC2)cc1NC(=O)CN1CC=C(c2ccccc2)CC1	-1	-0.82	-16
CSCCC(N=Cc1c(O)n(-c2ccc(F)cc2)c(=O)[nH]c1=O)C(=O)OC(C)(C)C (centres undefined)	0.66	2.5	-22
CCOC(=O)C(O)(c1cn(C)c2ccccc12)C(F)(F)F (centres undefined)	-0.21	-1.5	-11
C=CCn1c(=O)c(C=Nc2cccc([N+](=O)[O-])c2)c(O)n(CCCC)c1=O	0.41	-0.34	.
CN1CCc2nc(SCC(=O)OC(C)(C)C)c(C#N)cc2C1	-0.05	0.1	.
CCSc1nnc([C@@H](N)Cc2c[nH]c3ccccc23)o1	0.81	0.2	-12
CC[C@@H](CO)NC(=O)[C@@H]1C=C2c3cccc4c3c(cn4C)C[C@H]2N(C)C1	1.4	1.2	5
CC(=O)Nc1ccc(OC(=O)N2CCCCC2)cc1	0.04	1.3	.
CN(C)C1=C(C#N)C(c2ccccc2)=NP(N(C)C)(N(C)C)=N1	-0.31	0.43	.
COc1ccccc1NC1=NCCS1	0.97	0.89	-107
CC/C(=N\N1CCN(C)CC1)c1c(O)[nH]c(=O)[nH]c1=O	1.1	-0.25	39
Cc1cc(NC(=O)CCC(=O)N2CCC3(CC2)OCCO3)no1	0.32	-0.5	-3
COc1ccc(C2CN(C)CC2C(=O)c2ccc(F)cc2)cc1Cl (centres undefined)	.	.	-56
Cc1cccc(C)c1OC(=O)Cc1ccccc1	.	.	35
O=C(NCc1ccc(C(=O)N2CCC3(CC2)OCCO3)cc1)c1ccc2c(c1)OCO2	-0.14	0.37	.
CC(C(=O)Nc1ccc(Cl)cc1Cl)N1CC=C(c2ccccc2)CC1 (centres undefined)	-1.2	-0.51	-14
Cc1ccc(-n2c(O)c(C=NC3CCCCC3N)c(=O)[nH]c2=O)cc1C (centres undefined)	0.3	-0.15	.
CCOc1ccccc1OCC(=O)Nc1ccc(Cl)cc1C(=O)c1ccccc1	-1.2	-0.11	-50
O=c1[nH]c(=O)n(Cc2ccccc2)c(O)c1/C=C1\C=Nc2ccccc21	.	.	-67
O=c1[nH]c(O)c(/C=C2\C=NN=C2c2ccccc2)c(=O)[nH]1	0.15	-0.18	7
COc1ccc(-c2cc(=NCCCCCC(=O)O)c3cc(C)ccc3o2)cc1	.	.	0
O=[N+]([O-])c1ccccc1CNCCc1ccc(F)cc1	0.65	0.5	-11
O=C(CN1CC(c2ccccc2)CC1=O)NCc1ccc(F)cc1 (centres undefined)	0.19	-0.27	-75
CCCCCCC[n+]1ccc(-c2cc[n+](CCCCCCC)cc2)cc1	0.13	-0.28	0
CC(=O)N1N=C2C3CCN(CC3)C2C1c1ccc(C)cc1 (centres undefined)	2	1.8	12
Cc1cc(Oc2ccc(C(F)(F)F)cc2[N+](=O)[O-])c2c3c(c(=O)oc2c1)CCCC3	-1	-0.34	.
COc1ccc(-n2c(O)c(C(C)=NCc3ccco3)c(=O)[nH]c2=O)cc1	-1.2	-1.5	36
CCOC(=O)C(O)(c1ccc(N)c(OC)c1)C(F)(F)F (centres undefined)	-0.54	-0.09	.
O=C(c1cc(-c2ccncc2)nc2ccccc12)N1CCC2(CC1)OCCO2	-0.02	-0.13	-21
O=C1NC(=S)N(c2ccccc2)C(=O)C1C(c1ccncc1)C1C(=O)NC(=S)N(c2ccccc2)C1=O (centres undefined)	.	.	45
C[C@H](O)[C@H]1CC[C@H]2[C@@H]3CCC4=CC(=O)CC[C@]4(C)[C@H]3CC[C@]12C	-2	-1	27
CC(=NCc1ccc2c(c1)OCO2)c1c(O)n(C)c(=O)n(C)c1=O	0.19	-0.06	21
CN1CCN(c2nccc3c2ncn3C)CC1	1.1	1.2	0
O=C(COc1ccc(Br)cc1)N1CCN(Cc2c[nH]c3ccccc23)CC1	-1.3	-0.69	-9
CC(C)OP(=O)(O)NC(=O)c1ccccc1	.	.	47
CCOP(=O)(OCC)C(O)c1ccc(Br)cc1 (centres undefined)	1.8	1.5	.
O=C(c1ccc(N2CC3CC(C2)c2cccc(=O)n2C3)c([N+](=O)[O-])c1)N1CCCCC1 (centres undefined)	0.26	-0.34	-3
COc1cccc(C(=O)C2CCCN(Cc3cccc(C)n3)C2)c1 (centres undefined)	.	.	14
COC(=O)[C@H]1C[C@@H]1[C@H](NP(=O)(c1ccccc1)c1ccccc1)c1ccccc1	-1.3	-1.4	-77
CCOC(=O)c1c(C)n(Cc2ccc3c(c2)OCO3)c2ccc(O)cc12	-1.8	-1.6	47
CCC1(CCc2ccncc2)C(=O)NC(=O)NC1=O	1	0.84	39
CC12CCC3C(CC=C4CC5(CCC43C)OCCO5)C1CCC2=O (centres undefined)	.	.	-5
COc1cc(/C=C/C(=O)c2c(O)n(CCc3ccccc3)c(=O)[nH]c2=O)ccc1O	-0.72	-1.6	52
CCn1c(O)c(C=Nc2ccc(N3CCOCC3)cc2)c(=O)n(CC)c1=S	-0.53	-0.27	6
O=C(C1CC(c2ccc(Cl)c(Cl)c2)=NO1)N1CCC2(CC1)OCCO2 (centres undefined)	-1	-1.3	16
COc1ccc(NC(=O)c2c(C)nn(Cc3ccccc3Cl)c2Cl)cc1Cl	0.46	1.9	.
CCOC(=O)C1=C(NC(=S)NC(=O)c2ccccc2)c2ccccc2CC12CCCC2	0.59	0.99	23
O=C(c1cc2ccccn2n1)N1CCC2(CC1)OCCO2	0.01	0.04	21
O=C(c1ccc2c(c1)ncn2-c1ccc(F)cc1F)N1CCC2(CC1)OCCO2	.	.	-486
CNCCCc1ccccc1	0.98	0.97	31
COC(=O)c1c(C)[nH]c(C(=O)C(Cc2ccccc2)N(C)C)c1C (centres undefined)	0.95	0.19	0
O=C(Cc1ccccc1)OCCN1CCOCC1	-0.77	-1.5	-13
CCc1ccc(N2C(=O)NC(=O)/C(=C/c3cccn3CCOc3ccc(C)cc3)C2=O)cc1	-0.8	0.16	.
COc1ccc(OC)c(N2C(=O)NC(=O)C3(Cc4cc(C)ccc4N(C)C3)C2=O)c1 (centres undefined)	-0.06	0.04	-27
CCCCCn1c(=O)c(C(=O)Nc2nc(CC(=O)OCC)cs2)c(O)c2ccccc21	.	.	50
CC1CCC[C@H](O)CCCCCc2cc(O)cc(O)c2C(=O)O1 (some centres undefined)	-1.3	-1.7	-148
COc1cccc(-n2c(=S)[nH]c3ccccc3c2=O)c1	.	.	67

(more compounds)
SMILES	SDO1 yeast rescue	SDO1 yeast rescue Rescue 24 h	INS promoter inh
O=c1[nH]c(=S)n(C2CC2)c(O)c1C=Nc1cccc(C(F)(F)F)c1	-2	-1.8	.
COc1ccccc1N1CCN(Cc2ccc(F)cc2)CC1	.	.	-50
CCCCCSc1cc(OC)c(CCN(C)C)cc1OC	0.77	0.12	.
O=c1c2ccccc2nc(-c2cccs2)n1-c1ccccc1	-1.7	-1.4	18
CN(C(=O)c1ccco1)C1(c2ccccc2Cl)CCCCC1=O (centres undefined)	0.13	-0.34	-33
CCCCCCCC(=O)NC(Oc1ccccc1[N+](=O)[O-])C(Cl)(Cl)Cl (centres undefined)	-1.1	-1.1	45
CN1C(=O)C(Cc2nc3ccccc3c(=O)n2-c2ccccc2)c2ccccc21 (centres undefined)	-1.8	-1.2	-7
CCN(CC)c1ccc(C=C2C(=O)N(C)C(=S)N(C)C2=O)o1	-0.75	-0.72	-129
Cc1ccc(S(=O)(=O)NP(=O)(Oc2ccccc2)Oc2ccccc2)cc1	0.27	-0.21	34
COc1ccc(/C=C2\C(=N\O)C3CCN2CC3)cc1	1.2	-0.97	57
CN(C)CC1CSCCC1(O)c1ccc(Cl)cc1 (centres undefined)	0.06	0.22	-353
CCOc1cc(C=C2C(=O)NC(=O)NC2=O)ccc1OS(=O)(=O)c1ccccc1	-0.77	-0.68	39
C/C(=N\N1CCCCC1c1cccnc1)c1c(O)n(C2CCCCC2)c(=S)[nH]c1=O (centres undefined)	-1.4	-0.73	-20
CCN(CC)CCOC(=O)C(O)(c1ccccc1)c1ccccc1	1.4	1.1	-59
COc1ccccc1/C=C1/C(=N/O)C2CCN1CC2	0.04	-0.19	-22
Cc1cc(OCc2ccc([N+](=O)[O-])cc2)c2c3c(c(=O)oc2c1)CCCC3	-0.05	1.8	8
COc1cc(CC2(CCc3ccncc3)C(=O)N(C)C(=O)N(C)C2=O)cc(OC)c1OC	.	.	53
CCOc1cccc(CNC2CN3CCC2CC3)c1 (centres undefined)	0.76	-0.07	7
CCC(=O)c1cn(Cc2ccc(C#N)cc2)c2ccccc12	-0.34	0.11	-69
CC1CCCCN1Cc1cccnc1 (centres undefined)	.	.	27
O=c1[nH]c(=O)n(Cc2ccco2)c(O)c1C=NCCCn1ccnc1	0.26	-0.25	28
COc1cc2c(C(=O)N3CCN(C)CC3)c(C)n(C)c2cc1Br	0.94	0.65	-93
CC(CO)(CO)N=Cc1c(O)n(-c2cccc3ccccc23)c(=O)[nH]c1=O	1.3	0.54	28
COc1ccccc1CCNCc1cc2c(cc1[N+](=O)[O-])OCO2	-0.14	-0.32	.
CCC(=NC1CC1)c1c(O)n(-c2ccc(OC)cc2)c(=O)[nH]c1=O	1.6	1.8	-25
COc1ccc(C2NCc3ccc4c(c3-n3cccc32)OCO4)cc1OC (centres undefined)	0.48	0.29	3
Cc1ccsc1C(=O)C1CCCN(Cc2cccn2-c2ccccn2)C1 (centres undefined)	.	.	0
CCCC(C)C1(CC)C(=O)NC(=Nc2ccc(F)cc2)NC1=O (centres undefined)	-0.32	-0.83	-68
O=c1c2ccccc2nc(-c2ccco2)n1-c1cccnc1	-0.27	-0.89	3
C=CCNC(=O)c1c(N)n(CCN2CCOCC2)c2nc3ccccc3nc12	-0.87	-1	12
O=c1[nH]c(=S)[nH]c(O)c1N=Nc1ccc(S(=O)(=O)N2CCc3ccccc32)cc1	.	.	-33
COc1cc(C2SCC(=O)Nc3c2c(=O)[nH]n3C2CCCCCC2)cc(OC)c1OC (centres undefined)	1	0.23	-8
CC12CN3CN(C1)CC(C)(C3)C2=NO	1.4	0.37	-23
CCN(CC)CCCN=C(C)c1c(O)n(-c2ccccc2)c(=O)[nH]c1=O	1.1	0.35	-11
CN1C(=O)C(Cc2ccc3c(c2)OCO3)C(=O)N(C)C1=O	0.98	1.4	.
CCOP(=O)(OCC)C1(O)C(=O)Nc2ccccc21 (centres undefined)	0.52	0.06	0
COc1ccc(-c2cc(-c3ccccc3)[n+](C)c(-c3ccccc3)c2)cc1	.	.	-40
COc1cc2[nH]c(=O)n(-c3ccc(C)cc3)c(=O)c2cc1OC	1.6	0.33	69
Cc1cc(C)c(C(=O)CN2CCOCC2)c(C)c1	-0.38	-1.5	11
CCn1c(=O)cc(OCC(=O)N2CCN(Cc3ccc4c(c3)OCO4)CC2)c2ccccc21	-0.84	-1.1	-33
COc1ccccc1N(CC(=O)NC1CCCC1)C(=O)c1cnn(C(C)C)c1	0.41	-0.51	10
CCOC(=O)Cn1cc([N+](=O)[O-])nc1[N+](=O)[O-]	0.16	0.34	.
CC(C)C12CN3CCN(CC(C3)C1O)C2 (centres undefined)	0.64	0.38	-305
C[N+]1(C)C2CCC1CC(OC(=O)C(CO)c1ccccc1)C2 (centres undefined)	.	.	-15
CC1CN=C(Nc2ccc(N(C)C)cc2)S1 (centres undefined)	0.8	-0.16	.
O=C(Cc1ccccc1)N1CCN(C/C=C/c2ccccc2)CC1	-0.63	-0.72	9

Grouped by structure: the entries above containing a carbonyl joined to an NH by a bond outside any ring (16)
SMILES	SDO1 yeast rescue	SDO1 yeast rescue Rescue 24 h	INS promoter inh
Cc1ccc(S(=O)(=O)CC(C)(O)C(=O)Nc2cccc(C(F)(F)F)c2)cc1 (centres undefined)	0.65	0.55	-212
Cc1ccc(S(=O)(=O)N2CCCCC2)cc1NC(=O)CN1CC=C(c2ccccc2)CC1	-1	-0.82	-16
CC[C@@H](CO)NC(=O)[C@@H]1C=C2c3cccc4c3c(cn4C)C[C@H]2N(C)C1	1.4	1.2	5
CC(=O)Nc1ccc(OC(=O)N2CCCCC2)cc1	0.04	1.3	.
Cc1cc(NC(=O)CCC(=O)N2CCC3(CC2)OCCO3)no1	0.32	-0.5	-3
O=C(NCc1ccc(C(=O)N2CCC3(CC2)OCCO3)cc1)c1ccc2c(c1)OCO2	-0.14	0.37	.
CC(C(=O)Nc1ccc(Cl)cc1Cl)N1CC=C(c2ccccc2)CC1 (centres undefined)	-1.2	-0.51	-14
CCOc1ccccc1OCC(=O)Nc1ccc(Cl)cc1C(=O)c1ccccc1	-1.2	-0.11	-50
O=C(CN1CC(c2ccccc2)CC1=O)NCc1ccc(F)cc1 (centres undefined)	0.19	-0.27	-75
CC(C)OP(=O)(O)NC(=O)c1ccccc1	.	.	47
COc1ccc(NC(=O)c2c(C)nn(Cc3ccccc3Cl)c2Cl)cc1Cl	0.46	1.9	.
CCOC(=O)C1=C(NC(=S)NC(=O)c2ccccc2)c2ccccc2CC12CCCC2	0.59	0.99	23
CCCCCn1c(=O)c(C(=O)Nc2nc(CC(=O)OCC)cs2)c(O)c2ccccc21	.	.	50
CCCCCCCC(=O)NC(Oc1ccccc1[N+](=O)[O-])C(Cl)(Cl)Cl (centres undefined)	-1.1	-1.1	45
C=CCNC(=O)c1c(N)n(CCN2CCOCC2)c2nc3ccccc3nc12	-0.87	-1	12
COc1ccccc1N(CC(=O)NC1CCCC1)C(=O)c1cnn(C(C)C)c1	0.41	-0.51	10
